Mm-Cpn inhibitor: inhibitors of Methanococcus maripaludis chaperonin (MmCpn) | purified Mm-Cpn ATPase, ADP Transcreener TR-FRET | 330,000 compounds, 0.031% hits | Potency, µM (highest dose often 76.9 µM), for inactives: at the highest dose activity, negative = inhibition, usual class: inhibitors; note: potency is the fitted concentration of half-maximal effect; % is set by controls: 0 for no effect and ±100 for the full control effect; nearly all actives have a fitted effect of over 80% in size
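25 nM Mm-CPN + cpd, 10 min 37°C; + 10 uM ATP, 30 min 37°C; buffer 30 mM Tris pH 7.4, 100 mM KCl, 5 mM MgCl2, 1 mM DTT; Transcreener ADP HTRF detection 30 min RT.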
EPAC2 antagonist: EPAC2 (human) antagonism. 360,000 compounds, 0.18% hits. Q8WZA2. Potency, µM (titrated, usually from 114 µM), for inactives: top-dose activity, negative = inhibition, usual class: inhibitors. EPAC2 GEF exchange of Rap1B-BODIPY-GDP, fluorescence; note: potency is the fitted concentration of half-maximal effect; % is set by controls: 0 for no effect and ±100 for the full control effect; nearly all actives have a fitted effect of over 45% in size; many of its hits are not listed in these tables
PI5P4K alpha inh: PI5P4K alpha (human) kinase inhibition | 330,000 compounds, 1.2% hits | P48426 | AID 652105 | max response, % | PI5P4Kalpha enzyme, ADP-Glo luminescence, 60 min; hits give low values; active = max response of -50% or lower; inconclusive = between -30% and -50%; inactive = -30% or higher; note: value at the top dose of about 77 µM; % is set by controls: 0 for no effect and ±100 for the full control effect
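Human PI5P4Kalpha with substrate in 0.038 M HEPES pH 7.4, 0.28 mM EGTA, 0.1% CHAPS, 5% DMSO; reaction started with 5 microM ATP (final), 60 min at room temperature. ADP formed read by ADP-Glo luminescence.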
PLK1 PBD inh: PLK1 (human) polo-box domain binding inhibition. 360,000 compounds, 2.8% hits. Plk1 PBD binding of FITC phosphopeptide, fluorescence polarization. P53350. AID 720504. Potency, µM, without a hit: max response, negative = inhibition, actives largely listed as inhibitors; note: potency is the fitted concentration of half-maximal effect; series mostly up to about 57 µM; % is set by controls: 0 for no effect and ±100 for the full control effect; nearly all actives have a fitted effect of over 65% in size
WRN inhibitor: WRN helicase (human) inhibition; 360,000 compounds, 0.46% hits; WRN helicase unwinding, fluorescent forked duplex, kinetic; AID 651768; Potency, µM (doses to about 114 µM), inactives show at the highest dose activity change, negative = inhibition, most hits filed as inhibitors; Q14191; note: potency is the fitted concentration of half-maximal effect; % is set by controls: 0 for no effect and ±100 for the full control effect; nearly all actives have a fitted effect of over 55% in size
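Screening of the MLSMR collection measured strand separation of a quenched forked DNA duplex (100 nM) by 20 nM WRN with 2 mM ATP, all final. Compounds were preincubated with enzyme 15 min at room temperature.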
EPAC1 antag: antagonists of human EPAC1; AID 720709; O95398; EPAC1 GEF assay, Rap1b-BODIPY-GDP exchange fluorescence; Potency, µM (series often up to 115 µM), for inactives: at the top dose activity change, negative = inhibition, hits mostly inhibitors; 360,000 compounds, 0.14% hits;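 note: potency is the fitted concentration of half-maximal effect; plate controls were vehicle for no effect and positive control for full effect; nearly all actives have a fitted effect of over 50% in size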
Target sequence (O95398 whole entry, looked up): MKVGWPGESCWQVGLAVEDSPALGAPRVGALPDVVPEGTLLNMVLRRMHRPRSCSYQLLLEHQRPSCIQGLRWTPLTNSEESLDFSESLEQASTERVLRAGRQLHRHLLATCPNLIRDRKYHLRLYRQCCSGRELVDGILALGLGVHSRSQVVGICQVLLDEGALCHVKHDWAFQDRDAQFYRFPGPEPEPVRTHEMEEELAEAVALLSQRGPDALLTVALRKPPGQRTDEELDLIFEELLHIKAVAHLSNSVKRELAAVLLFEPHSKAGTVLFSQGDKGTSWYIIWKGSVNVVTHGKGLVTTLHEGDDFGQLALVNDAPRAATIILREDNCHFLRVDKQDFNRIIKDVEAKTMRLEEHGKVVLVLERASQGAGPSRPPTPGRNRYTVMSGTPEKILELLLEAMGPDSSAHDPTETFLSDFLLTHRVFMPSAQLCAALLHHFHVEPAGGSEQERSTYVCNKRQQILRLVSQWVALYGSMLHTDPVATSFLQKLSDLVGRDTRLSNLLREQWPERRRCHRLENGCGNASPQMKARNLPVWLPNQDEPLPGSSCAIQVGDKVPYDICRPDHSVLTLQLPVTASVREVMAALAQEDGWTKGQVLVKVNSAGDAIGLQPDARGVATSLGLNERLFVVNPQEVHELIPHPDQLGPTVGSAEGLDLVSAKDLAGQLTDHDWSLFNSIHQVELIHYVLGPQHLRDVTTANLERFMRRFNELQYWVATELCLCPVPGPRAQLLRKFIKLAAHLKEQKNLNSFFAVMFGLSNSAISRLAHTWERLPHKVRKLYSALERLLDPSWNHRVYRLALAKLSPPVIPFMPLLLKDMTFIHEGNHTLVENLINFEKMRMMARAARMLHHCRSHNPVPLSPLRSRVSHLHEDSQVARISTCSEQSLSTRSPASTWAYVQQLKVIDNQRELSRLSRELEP
EPAC1 ag: EPAC1 (human) agonism; 360,000 compounds, 0.073% hits; Potency, µM (titrated, usually from 154 µM), without a hit: at the highest dose activation, usual class: activators; EPAC1 agonist qHTS, biochemical assay; response scale: 100% = response to 6.5 mM cAMP; note: potency is the fitted concentration of half-maximal effect; nearly all actives have a fitted effect of over 60% in size
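Multi-concentration qHTS readout: loss of Rap1B-bound BODIPY-GDP fluorescence driven by 100 nM EPAC1 with excess GDP (50 uM), monitored kinetically at room temperature; agonist response expressed relative to 6.5 mM cAMP.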
CCT chaperon mod: cytosolic chaperonin activity modulation; purified chaperonin ATPase assay, HTRF ADP detection, 30 min; activity change, % (no concentration beside the values), hits read low; 360,000 compounds, 0.3% hits; in the data active = activity change below about -30%; note: % is set by controls: 0 for no effect and ±100 for the full control effect
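First, chaperonin was dispensed at 40 nM or 20 nM final depending on batch activity. Next, compounds were pinned at 76 uM and ATP added at 10 uM. After 30 min at 37 °C, ADP detection reagents ran 30 min at ambient temperature.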
Numbers without * were called inactive; u = inconclusive; x = not tested or not shown; [ ] = remark or other dose. Unless noted, calls come from the whole dose curve; as a rule, active = well fitted curve in the direction sought with a large enough effect; inconclusive = small, poorly fitted or top-dose-only effect, or another doubt; inactive = no such curve, though single readings can be large; an effect the other way counts as inactive or inconclusive.

SMILES	Mm-Cpn inhibitor	EPAC2 antagonist	PI5P4K alpha inh	PLK1 PBD inh	WRN inhibitor	EPAC1 antag	EPAC1 ag	CCT chaperon mod
COC(=O)c1ccccc1NC(=O)N1c2ccccc2CC1C (configuration not stated)	-2%	4%	x	-1%	4%	0%	19%	0.7
Nc1nonc1-c1nc2ccccc2n1Cc1ccc(Cl)cc1	0%	-17%	x	0%	-12%	-17%	9%	0.5
COc1ccc(C(=O)O/N=C(\C)c2ccccc2)cc1	1%	-5%	u	0%	0%[57.1 µM]	-16%	8%	1.2
O=C(CN1CCOCC1)NNC(=O)c1ccc(Cl)cc1	0%	-7%	-1	-1%	-4%	-10%	13%	0.6
CCOc1ccc(C(=O)NN2C(=S)NC(C)(C)C=C2C)cc1	1%	4%	3	2%	-4%	-11%	6%	-1.4
O=C(CSc1nc2cc(Cl)ccc2o1)Nc1ccc(N2CCOCC2)cc1	1%	0%	x	-7%	12%	8%	-6%	-2.7
COc1ccc(-n2ncc(N(C)n3cccc3)c(Cl)c2=O)cc1	0%	9%	-11	0%	2%	7%	-3%	-0.2
COc1ccc(-c2nc(CS(=O)CC(=O)NC3CCCC3)c(C)o2)cc1OC (configuration not stated)	1%	-13%	0	-9%	-5%	-11%	10%	-0.1
CC(=O)N1c2ccc(S(=O)(=O)NCCC(=O)Nc3ncccc3C)cc2CC1C (configuration not stated)	1%	-1%	0	-6%	12%	-24%	10%	0.2
COc1ccccc1C(=O)COC(=O)CNS(=O)(=O)c1ccc(C)cc1	2%	-1%	-4	-2%	2%	4%	3%	-0.6
Cn1nc(C(F)(F)F)c(-c2cccc(C(F)(F)F)c2)c1NC(=O)CSCC(=O)O	1%	-2%	-9	-5%	-6%	14%	-8%	0.6
Cc1ccc(CNS(=O)(=O)c2c(C)n(C)c(=O)n(C)c2=O)cc1	0%	-3%	1	-6%	1%	-7%	-7%	-1.7
N#C/C(=C/c1cn[nH]c1-c1cccc(Br)c1)C(=O)O	0%	10%	u	3%	-11%	-9%	-2%	-1.5
Cc1ccc(OCC(=O)OCC(=O)c2ccccc2)cc1C	1%	-3%	0	-1%	6%	21%	-5%	0.1
CCOc1ccccc1C(=O)N(Cc1ccccc1)Cc1cc2cc3c(cc2[nH]c1=O)OCCO3	x	1%	x	-8%	-3%	14%	6%	-0.7
NC(=O)C1=C[C@H](C2CCCCC2)C[C@H](OCc2ccc(CO)cc2)O1	x	17%	-7	-1%	4%	-17%	-20%	-2.6
CCC(CC)C(=O)Nc1cc(C)cc(C)c1	1%	0%	-2	4%	-3%	-6%	0%	0.4
COC(=O)N1C(=O)[C@](c2ccc(Cl)cc2)(C(C)C)N1C(=O)OC	1%	-4%	6	24µM*	-14%	0%	0%	0.9
COc1ccc(CCNC(=O)c2nn(C)cc2Cl)cc1	-2%	19%	x	-7%	-15%	4%	-5%	1.4
CC1Cc2ccccc2N1C(=O)CN1CCN(S(=O)(=O)c2cccs2)CC1 (configuration not stated)	-3%	10%	1	9%	-7%	3%	-2%	-0.5
CCc1nnc(NC(=O)CSc2nnc(COc3ccc(C#N)cc3)n2-c2ccccc2)s1	1%	2%	7	-7%	-9%	-15%	4%	0.2
CNc1ncc(-c2nnnn2-c2ccccc2)c(-c2ccccc2)n1	0%	-3%	2	-5%	-4%	-1%	9%	-1.8
Cc1cc(C2C(=O)c3ccccc3C2=O)c(C)c(C)c1C	0%	-16%	-3	-1%	6%	-6%	-4%	0.5
CCOC(=O)c1cnn(-c2sc(C(=O)OCC)c(C)c2C(=O)OCC)c1N	x	-6%	x	u	-18%[57.1 µM]	-8%	3%	-2.2
Cc1cc(OC(=O)c2cccc(C(F)(F)F)c2)c([N+](=O)[O-])c(=O)[nH]1	-2%	6%	-14	-7%	-1%	-1%	-3%	-1.9
CCCCc1ccc(NC(=O)CSc2nc3ncccc3[nH]2)cc1	0%	3%	-3	5%	-2%	-5%	-2%	1.1
CC1=CC[C@@]23CCCN2C(=O)CCC[C@H]3C1	-2%	-6%	-1	-7%	-6%	4%	-7%	-1.5
CCC(=O)Nc1ccc(C(=O)NNC(=O)C(c2ccccc2)c2ccccc2)cc1	-2%	12%	-6	-5%	-17%	5%	-14%	0.3
CN(C)S(=O)(=O)c1cccc(C(=O)Nc2cccnc2)c1	0%	7%	-2	-7%	-26%	-22%	8%	-1.7
Cc1cc(-c2cccc(Br)c2)c(C#N)c(N)n1	-26%	3%	-7	-8%	-9%	-7%	0%	-4.6
CCOC(=O)c1ccc2nc(C(F)(F)F)[nH]c(=O)c2c1	0%	11%	-57*	27µM*	-7%	12%	-14%	2.7
COc1ccc(C(=O)C(OC(=O)c2ccccc2Cl)c2ccccc2)cc1 (configuration not stated)	-1%	-8%	16	-2%	-8%	-6%	10%	1.0
O=C(N/N=C/c1ccoc1)c1ccc(Cl)cc1	0%	5%	-10	-11%	0%	17%	1%	-3.2
Cc1ccc(OC(=O)c2c(C)nn(-c3ccccc3)c2C)cc1	-2%	-15%	20	-5%	-2%	-22%	15%	-0.5
Cc1[nH]c2ccc3ccccc3c2c(=O)c1C/C=C/Cl	-11%	0%	-7	0%	-29%	-8%	7%	-1.0
Cn1cccc1/C=N/N1CCN(Cc2ccc(Cl)cc2)CC1	1%	-13%	1	-11%	2%	-15%	-3%	-1.0
CC(C(=O)NC1(C#N)CCCCC1)N(C)CC(=O)Nc1ccc(Cl)c(Cl)c1 (configuration not stated)	0%	u	12	-5%	-4%	-21%	3%	1.0
CC1(C(=O)NS(=O)(=O)c2ccc(Cl)s2)CCN1C(=O)C1CCCCC1 (configuration not stated)	x	-8%	-2	-6%	-1%[57.1 µM]	-34%	-8%	1.5
CCOC(=O)CSc1nnc(-c2ccccc2)o1	2%	-5%	-8	-7%	-1%	6%	4%	-3.3
CC(C)CCN1C(=O)c2ccc(C(=O)Nc3c[nH]c(=O)[nH]c3=O)cc2C1=O	1%	-4%	-2	-3%	2%	1%	4%	-2.0
COc1ccc(OC)c(-c2nnc(SCC(=O)N3CCOCC3)o2)c1	1%	7%	-8	-1%	6%	-1%	-2%	-2.4
Cc1nnc(NC(=O)CCn2c(=O)oc3ccccc32)s1	2%	19%	2	2%	2%	-9%	5%	0.5
CCN(CC)C(=O)Cn1cc(C(=O)C(=O)NCCCN2CCCCC2)c2ccccc21	-1%	-3%	3	-10%	-24%	-21%	-6%	-1.4
O=C(O)c1cccc(Nc2nc(-c3cccnc3)nc3ccccc23)c1	-2%	4%	4	-6%	-25%[57.1 µM]	6%	1%	-0.3
CCCCNC(=O)c1onc(CSc2cc(C)ccc2C)c1C(=O)O	2%	-18%	-5	-9%	7%	4%	-7%	0.2
CC(/C=C1\SC(=S)N(NC(=O)c2ccc(O)cc2)C1=O)=C\c1ccccc1	1%	-5%	-11	-7%	-23%	-11%	20%	0.4
COC(=O)C(C)Oc1ccc(=O)[nH]n1 (configuration not stated)	3%	0%[57.1 µM]	3	-2%	-5%	-2%	1%	2.1
COc1ccc(CCNC(=O)[C@H](C)NC(=O)[C@@H]2CSC3c4ccccc4C(=O)N32)cc1 (some centres not stated)	2%	-14%	1	-9%	2%	13%	10%	-2.3
Cc1cc(C)cc(NC(=O)CC2NCCNC2=O)c1 (configuration not stated)	1%	-5%	x	-8%	4%	0%	8%	-0.6
COc1cc(C)ccc1S(=O)(=O)NC(=O)C1(C)CCN1C(=O)COc1ccc(Cl)cc1 (configuration not stated)	x	6%	-1	2%	-1%	-1%	-12%	0.9
The listing continues.
SMILES	Mm-Cpn inhibitor	EPAC2 antagonist	PI5P4K alpha inh	PLK1 PBD inh	WRN inhibitor	EPAC1 antag	EPAC1 ag	CCT chaperon mod
CCCCn1nc(C(=O)Nc2ccc3c(c2)OCO3)c2ccccc2c1=O	0%	-2%	0	-2%	-34%	-27%	10%	-0.9
CCOc1ccccc1C(=O)N1CCOCC1	0%	-2%	0	-6%	0%	-7%	6%	-1.5
COCCCN(Cc1cc(OC)c(OC)c(OC)c1)C(=S)Nc1cccc(SC)c1	x	u	9	3%	-5%	-24%	11%	-0.1
O=C(O)c1ccc(N2C(=O)CCCC2=O)cc1	4%	7%	-9	-4%	0%	-2%	-8%	1.1
COc1cccc(N(C(=O)Cn2nnc(-c3ccc(F)cc3)n2)C(C(=O)NCC2CCCO2)c2ccc(Cl)cc2)c1 (configuration not stated)	4%	5%	8	0%	-7%	-3%	4%	-1.3
Cc1cc(C)c(NC(=S)N2CCN(c3ccc([N+](=O)[O-])cn3)CC2)cc1C	2%	6%	0	-16%	4%	-1%	-9%	-1.6
CC(C)N1C(=O)c2ccccc2NC(=O)C1C(=O)NCc1ccccc1 (configuration not stated)	x	-12%	-2	-9%	-4%	-21%	8%	x
CC(=O)C1=C(O)CC(C)(C)CC1=NCCc1nc2ccccc2[nH]1	2%	-11%	1	1%	17%	-13%	-12%	-1.1
O=C(NCC(O)c1ccc([N+](=O)[O-])cc1)C1=COCCO1 (configuration not stated)	-1%	-4%	0	-4%	-19%	-10%	-2%	0.0
CCOC(=O)c1sc(NC(=S)NC(=O)c2ccccc2)c(C(=O)OCC)c1C	1%	4%	-6	4%	-19%	0%	3%	0.4
O=C(Oc1coc(CSc2nnc(NC(=O)c3cccs3)s2)cc1=O)c1ccccc1	-2%	8%	-29	-12%	-34%	-10%	-8%	0.7
C[C@H]1CN([C@@H](C)CO)S(=O)(=O)c2ccc(Br)cc2O[C@@H]1CN(C)C(=O)c1cccnc1	x	8%	-6	-6%	7%	-8%	-18%	-1.8
CCn1ncc(CNC(=O)CCCSc2nc(-c3ccco3)cc(C(F)(F)F)n2)c1C	-3%	-2%	4	-4%	4%	0%	-8%	-0.1
Cc1ccc(-c2nnc(SCC(=O)N/N=C/c3ccccc3C(=O)O)n2C2CCCCC2)cc1	-4%	-3%	-15	2%	0%	0%	-5%	-1.6
O=c1cc(N2CCN(Cc3ccccc3)CC2)[nH]c(=O)n1-c1ccc(Br)cc1	3%	2%	-2	-19%	-4%	-5%	-2%	-0.9
O=C(O)/C=C\C(=O)O	1%	11%	0	3%	2%	9%	-12%	-0.5

High-throughput results: PubChem BioAssay, National Center for Advancing Translational Sciences (NCATS)

This is a subset; count on the stated rates, not on these rows.
